# SW480 rereplic – A quantitative high throughput screen for small molecules that induce DNA re-replication in SW480 colon adenocarcinoma cells | SW480 DNA re-replication, Hoechst DNA content imaging, 48 h | Potency, µM (series often up to 46.1 µM), without a hit: at the highest dose re-replication activation, most hits filed as activators | actives 1.8% (n = 340,000) | AID 624297, 2012; further: potency means the concentration at half of the fitted maximal effect; % of control where 0% means no effect; nearly all actives have a fitted effect of over 55% in size
#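 Compounds, transferred as 23 nL by pin tool, were incubated with cells for 48 hr; DNA content per nucleus was then quantified by Hoechst staining and fluorescence plate imaging.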
# HT1080NT lethal – qHTS for induction of synthetic lethality in tumor cells producing 2HG: qHTS for the HT-1080-NT fibrosarcoma cell line | HT-1080-NT fibrosarcoma viability, CellTiter-Glo ATP luminescence, 48 h | Potency, µM (doses to about 46.1 µM), for the others: at the top dose activity, negative = less viability, usual class: cytotoxic | actives 1.6% (n = 360,000) | AID 686970, 2013;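 further: NT is the 2HG producing partner of a matched IDH1 knockdown line; potency means the concentration at half of the fitted maximal effect; 0% = DMSO-treated cells and -100% = media-only wells without cells; nearly all actives have a fitted effect of over 55% in size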
#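 HT-1080-NT fibrosarcoma cells (2HG-overproducing), 750 cells/well in RPMI with 5% FBS, dosed after 2 h and incubated 48 h at 37C. CellTiter-Glo luminescence normalized to DMSO and no-cell wells; concentration-response curves fitted and classed.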
# MCF10A rereplic – A quantitative high throughput screen for small molecules that induce DNA re-replication in MCF 10a normal breast cells | actives 2.9% (n = 350,000) | Potency, µM (titrated, usually from 46.1 µM), for the others: top-dose activity, positive = re-replication, usual class: activators | MCF 10A DNA re-replication, Hoechst nuclear intensity, 48 h; further: potency means the concentration at half of the fitted maximal effect; % of control where 0% means no effect; nearly all actives have a fitted effect of over 50% in size
# KB-V1 cytotox – qHTS assay for MDR1-selective chemotherapeutics: Primary screen using the drug-selected MDR subline cells KB-V1. Potency, µM (top dose mostly 46.1 µM), for inactives: at the highest dose activity change, negative = cytotoxicity, most hits filed as cytotoxic. KB-V1 MDR cells viability, CellTiter-Glo, 72 h. actives 3.4% (n = 400,000). AID 1347076, 2019; further: potency means the concentration at half of the fitted maximal effect; on the % scale 0 is the no-effect control and ±100 the full control effect; nearly all actives have a fitted effect of over 60% in size
#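 Drug-selected KB-V1 cells, grown in DMEM lacking phenol red with 10% FBS, receive compound titrations; after three days at 37 degrees C, surviving cell ATP is quantified by CellTiter-Glo luminescence and responses normalized and curve-fitted.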
# KB-3-1 cytotox – qHTS assay for MDR1-selective chemotherapeutics: Primary screen using the parental adenocarcinoma cell KB-3-1. Potency, µM (series often up to 46.1 µM), without a hit: top-dose activity change, negative = cytotoxic, most hits filed as cytotoxic. actives 1.4% (n = 400,000). KB-3-1 viability, CellTiter-Glo ATP luminescence, 72 h; further: potency means the concentration at half of the fitted maximal effect; on the % scale 0 is the no-effect control and ±100 the full control effect; nearly all actives have a fitted effect of over 60% in size
#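 Parental KB-3-1 viability, qHTS format: 72 h compound exposure, 37 °C; CellTiter-Glo; media-only wells and DMSO plates as controls; concentration-effect fits on corrected data.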
# WRN helicase inh – qHTS for Inhibitors of WRN Helicase; actives 0.46% (n = 360,000); Bifunctional 3'-5' exonuclease/ATP-dependent helicase WRN (Homo sapiens), Q14191; AID 651768, 2012; Potency, µM (highest dose often 114 µM), without a hit: at the top dose activity change, negative = inhibition, actives largely listed as inhibitors; WRN helicase unwinding, fluorescent forked duplex, kinetic; further: potency means the concentration at half of the fitted maximal effect; on the % scale 0 is the no-effect control and ±100 the full control effect; nearly all actives have a fitted effect of over 55% in size
# Target sequence (Q14191 whole entry, looked up): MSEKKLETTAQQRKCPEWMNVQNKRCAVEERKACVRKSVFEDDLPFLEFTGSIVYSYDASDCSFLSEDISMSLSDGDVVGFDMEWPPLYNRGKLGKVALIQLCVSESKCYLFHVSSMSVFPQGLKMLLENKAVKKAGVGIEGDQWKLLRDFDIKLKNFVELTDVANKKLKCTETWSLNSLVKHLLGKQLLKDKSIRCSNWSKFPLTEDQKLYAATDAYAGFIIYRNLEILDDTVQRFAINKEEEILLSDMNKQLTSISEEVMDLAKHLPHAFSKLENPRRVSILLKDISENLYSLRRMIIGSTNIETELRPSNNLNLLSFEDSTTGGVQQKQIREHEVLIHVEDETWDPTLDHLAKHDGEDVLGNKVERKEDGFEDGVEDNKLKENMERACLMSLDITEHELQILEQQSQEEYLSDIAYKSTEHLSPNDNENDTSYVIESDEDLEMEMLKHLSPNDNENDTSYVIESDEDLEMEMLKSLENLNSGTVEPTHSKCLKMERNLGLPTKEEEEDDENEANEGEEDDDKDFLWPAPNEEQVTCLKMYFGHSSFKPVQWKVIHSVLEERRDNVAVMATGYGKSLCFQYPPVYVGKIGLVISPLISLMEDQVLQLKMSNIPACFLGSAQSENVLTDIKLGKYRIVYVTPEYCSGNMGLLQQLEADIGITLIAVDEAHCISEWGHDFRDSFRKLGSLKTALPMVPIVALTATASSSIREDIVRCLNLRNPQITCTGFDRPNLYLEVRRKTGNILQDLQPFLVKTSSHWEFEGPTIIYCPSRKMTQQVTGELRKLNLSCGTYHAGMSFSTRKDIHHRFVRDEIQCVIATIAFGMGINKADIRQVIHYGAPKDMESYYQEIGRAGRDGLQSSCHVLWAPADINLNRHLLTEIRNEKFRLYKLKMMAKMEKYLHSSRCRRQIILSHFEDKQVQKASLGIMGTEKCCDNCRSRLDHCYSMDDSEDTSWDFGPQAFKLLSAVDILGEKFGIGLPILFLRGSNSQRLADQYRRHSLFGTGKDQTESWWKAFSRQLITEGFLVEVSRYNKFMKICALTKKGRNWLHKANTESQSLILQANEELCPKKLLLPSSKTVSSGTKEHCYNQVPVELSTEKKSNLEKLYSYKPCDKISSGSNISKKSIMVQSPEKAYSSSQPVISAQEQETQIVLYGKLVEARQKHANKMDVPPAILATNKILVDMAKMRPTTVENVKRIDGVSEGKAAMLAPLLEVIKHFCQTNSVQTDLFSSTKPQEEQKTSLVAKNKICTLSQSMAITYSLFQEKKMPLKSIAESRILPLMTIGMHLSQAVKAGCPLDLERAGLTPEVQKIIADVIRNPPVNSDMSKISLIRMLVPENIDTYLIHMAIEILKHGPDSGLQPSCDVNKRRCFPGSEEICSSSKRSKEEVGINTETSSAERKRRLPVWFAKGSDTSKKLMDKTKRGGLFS
#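 Primary qHTS, 1536-well format. 20 nM WRN + compound, 15 min RT; start with 100 nM forked fluorophore/quencher duplex, 2 mM ATP (final); kinetic read ex 525/em 598 nm.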
# ATXN2 expr inh – Primary qHTS for Inhibitors of ATXN expression | HEK-293 ATXN2-luciferase reporter, luminescence, 24 h | Potency, µM (series often up to 57 µM), without a hit: at the highest dose activity change, negative = inhibition, actives largely listed as inhibitors | actives 0.72% (n = 360,000); further: potency means the concentration at half of the fitted maximal effect; on the % scale 0 is the no-effect control and ±100 the full control effect; nearly all actives have a fitted effect of over 55% in size
#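 qHTS (up to 57 uM final) was run with 24 h compound exposure of reporter cells at 37 °C. Each well was multiplexed: SteadyGlo luminescence measured ATXN2-luciferase expression after a fluorogenic Gly-Phe-AFC viability readout (25 uM final).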
# IL-1B inflam inh – qHTS for Inhibitors of Inflammasome Signaling: IL-1-beta AlphaLISA Primary Screen. THP-1 LPS/ATP IL-1B secretion, AlphaLISA, 16 h; stronger effect = lower value. activity change, % at 57.5 µM. actives 4.7% (n = 360,000); in the data active means activity change below about -50%; inconclusive means mostly about -30% to -49%; further: on the % scale 0 is the no-effect control and ±100 the full control effect
#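 THP-1 cells pretreated 1 hr with compounds (up to 57.5 uM final), then stimulated with LPS (250 ng/mL final) plus ATP (1.25 mM final); secreted IL-1B measured by AlphaLISA after 16 hr, decreased signal indicating inhibition.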
# HT1080 IDH1KD tx – qHTS for induction of synthetic lethality in tumor cells producing 2HG: qHTS for the HT-1080-IDH1KD cell line; HT-1080 IDH1 knockdown viability, ATP luminescence, 48 h; Potency, µM (titrated, usually from 46.1 µM), without a hit: at the highest dose activity, negative = toxicity, most hits filed as cytotoxic; actives 2% (n = 360,000); AID 686971, 2013;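 further: potency means the concentration at half of the fitted maximal effect; 0% = DMSO wells and -100% = cell-free medium wells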
#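 HT-1080-IDH1KD cells (IDH1 knocked down), 750/well in RPMI with 5% FBS, treated with compound 48 h at 37 degrees C. Viability by CellTiter-Glo luminescence, normalised to DMSO and no-cell wells; concentration-response curves classed.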
# The depositor's hits bear a star; ? = inconclusive; nt = no result given; & = joins results of further samples; [ ] = another dose, or the depositor's remark. Unless noted, the call rests on the fitted dose curve; in most records, active means well fitted curve in the direction sought with a large enough effect; inconclusive means small, poorly fitted or top-dose-only effect, or another doubt; inactive means no such curve, though single readings can be large; an effect the other way counts as inactive or inconclusive.
# Under each structure – HT1080 IDH1KD tx, MCF10A rereplic, ATXN2 expr inh, KB-V1 cytotox, HT1080NT lethal, IL-1B inflam inh, SW480 rereplic, KB-3-1 cytotox, WRN helicase inh
> CCCCN1CN(S(=O)(=O)c2ccc(OC)cc2)c2nc3ccccc3nc21
 : -1.0%, -11.0%, -15.0%, -15.7%, -4.6%, -10.9, 29.5%, 11.2%, 4.2%
> Cn1cnc(S(=O)(=O)Nc2cc(C(F)(F)F)ccc2N2CCOCC2)c1
 : 1.8%, 0.4%, 22.9%, 4.0%, 0.0%, 7.2, -5.8%, 0.0%, -12.4%
> CCc1cc(=O)oc2c(C)c(OC(C)C(=O)N3CCC[C@@H]3C(=O)O)ccc12 (some centres undefined)
 : 9.7%, -1.8%, 3.2%, 0.0%, 13.2%, -14.9, -6.9%, 0.0%, -5.3%
> COc1cc(CC(=O)OCC(=O)NC2CCCC2)cc(OC)c1OC
 : 6.1%, 2.2%, -1.9%, 0.0%, 8.5%, 5.8, -12.4%, 5.1%, 7.7%
> O=[n+]1c2c(n([O-])c3cc(F)ccc31)CCCC2
 : 2.8%, -6.4%, 5.4%, 11.7%, 0.0%, 2.2, -4.1%, 2.4%, -1.0%
> O=C(CCc1ccccc1)Nc1ccc(S(=O)(=O)Nc2nccs2)cc1
 : -10.8%, 4.7%, -1.7%, 20.0%, 0.6%, 19.0, -3.6%, 0.1%, -9.5%
> O=C(CN1CCOCC1)c1c[nH]c2ccccc12
 : 7.9%, -3.6%, -4.0%, 15.2%, 5.9%, 7.0, -0.9%, 7.6%, -1.8%
> Cc1onc(-c2c(F)cccc2Cl)c1C(=O)c1ccccc1O
 : 25.9µM*, 79.5%, -16.1%, -13.4%, ?, -11.2, ?, ?, -7.1%
> CCCNC(=O)CN1C(=O)c2ccccc2Sc2ncccc21
 : 9.7%, 0.1%, 29.6%, -8.2%, 0.5%, 0.7, -5.3%, 17.5%, 6.2%
> CCN(Cc1ccncc1)C(=O)c1cc(Br)cc(Br)c1O
 : 19.4%, -4.6%, -7.0%, 2.0%, 1.9%, 35.6, 1.1%, -1.5%, -17.2%
> O=C(CCc1nc2ccccc2[nH]1)N1CCN(C(=O)c2ccco2)CC1
 : 4.9%, -0.5%, 4.3%, ?, 0.6%, 6.9, -1.1%, 25.7%, 1.0%
> CCOC(=O)C1=C(c2ccccc2)NC(=O)NC1c1cccc(OC)c1OC (centres undefined)
 : 1.0%, 7.4%, -16.8%, -1.2%, 5.5%, 9.8, 6.1%, -8.4%, ?
> COc1ccc(/C=N/NC(=O)CNC(=O)c2ccc(S(=O)(=O)N3CCCC3)cc2)c(OC)c1
 : -1.1%, -0.6%, nt, 51.5%, 6.0%, 16.6, 5.9%, -0.3%, 7.4%
> C[C@H](CO)N1C[C@H](C)[C@@H](CN(C)Cc2ccccc2F)Oc2ncc(Br)cc2C1=O
 : -20.8%, nt, 7.8%, 0.0%, -7.3%, -13.4, nt, 12.6%, -9.1%
> CCOC(=O)c1cnn(-c2nc(-c3ccccc3F)cs2)c1C(F)(F)F
 : 6.4%, 14.1%, 6.9%, ?, 3.9%, -6.5, 23.0%, -2.7%, -1.6%
> Cc1ccccc1NC(=O)CCN1CCN(C)CC1
 : -5.0%, -0.3%, nt, 10.2%, -1.1%, 4.0, -5.2%, -2.0%, 12.6%
> CC(C)(C)NC(=O)C12CCC(C)(c3nc4ccccc4nc31)C2(C)C (centres undefined)
 : -12.0%, ?, ?, -1.8%, 9.2%, 20.9, -2.8%, 19.4%, -14.6%
> Cc1ccc(/C=N/NC(=O)c2csc3c2CCCC3)cc1
 : ?, 1.3µM*, 50.7%[activator], ?, ?, 0.6, ?, 2.06µM*, -18.4%
> Cc1ccc(S(=O)(=O)NC(CC(C)C)C(=O)Oc2ccc3c4c(c(=O)oc3c2)CCC4)cc1 (centres undefined)
 : -10.3%, 0.0%, -7.3%, 6.7%, -14.8%, ?, -2.9%, 20.7%, -12.0%
> C=CCn1c(N2CCOCC2)nc2c1c(=O)[nH]c(=O)n2C
 : 10.1%, 8.8%, -18.1%, 0.6%, 16.2%, 2.0, -3.7%, 10.4%, 3.4%
> O=C(NCCc1c[nH]c2ccccc12)/C(=C\c1ccco1)NC(=O)c1ccco1
 : 26.5%, ?, -3.4%, ?, 11.5%, -9.1, -3.3%, -0.2%, -1.9%
> O=C(COC(=O)/C=C/c1ccc(Cl)cc1)NCCN1C(=O)CSC1=O
 : -4.8%, 10.0%, nt, 0.3%, 0.4%, -11.5, 2.7%, 1.6%, -2.9%
> Cc1ccc2cc3c(NC(=O)C4CCCO4)nn(CC(C)C)c3nc2c1 (centres undefined)
 : -2.3%, ?, -5.1%, -11.5%, 7.5%, -11.6, ?, 0.8%, 11.9%
> Cc1cc(C)cc(-n2nnnc2SCC(=O)N2CCOCC2)c1
 : 3.7%, 7.7%, -0.5%, 4.1%, 9.6%, 2.1, -3.1%, 7.7%, 15.3%
> CCOC(=O)C(C)Sc1nnc(CSc2nc3nc(C)cc(C)n3n2)o1 (centres undefined)
 : 3.5%, 0.4%, -3.4%, -3.9%, -0.6%, 18.4, 5.1%, 6.3%, 3.2%
> CC(=O)NNc1ncnc2c1cnn2-c1ccccc1
 : 25.0%, 11.1%, -2.0%&12.1%, 4.9%&17.1%, 0.0%, -2.8, 6.6%, 0.0%&4.1%, -5.9%
> Cc1coc2cc3oc(=O)c(CCC(=O)NCCN4CCOCC4)c(C)c3cc12
 : -0.7%, 5.2%, 6.9%, 15.6%, -5.6%, -8.3, 0.1%, 0.0%, 6.8%
> CCC(Oc1ccccc1)C(=O)Nc1ccccc1C(=O)N1CCN(C)CC1 (centres undefined)
 : -0.2%, -3.5%, 4.3%, -1.3%, 6.0%, 10.5, 0.2%, -0.1%, -3.0%
> CC(C)c1nc2sc3c(=O)[nH]cnc3c2c2c1CCCC2
 : 3.1%, -1.1%, -2.0%, -1.8%, 4.1%, 77.3, 1.6%, ?, 2.5%
> O=C(C1CCCN(Cc2ccccc2)C1)N1CCc2ccccc2C1 (centres undefined)
 : -24.3%, 12.8%, 3.3%, 23.1µM*, -27.6%, 24.3, 5.0%, -1.8%, -2.1%
> COc1cc(C(=O)Nc2cc(C)cc(C)c2)c(-n2cnnn2)cc1OC
 : 22.3%, -3.7%, -21.1%, -9.4%, 14.1%, 8.6, 0.2%, 3.0%, 14.5%
> O=C(CNC(=O)C(c1ccccc1)c1ccccc1)N/N=C\c1ccc2c(c1)OCO2
 : ?, ?, 2.1%, -3.8%, ?, -5.6, -11.8%, -14.9%, -10.3%
> CCCCc1nc2cc(C(=O)NCc3ccccn3)ccc2o1
 : 1.0%, 3.6%, 4.2%, 6.6%, -9.1%, 9.6, ?, -3.2%, -7.6%[57.1 µM]
> CCc1nc2ccc(C(=O)Nc3ccc(OC)c(OC)c3)cn2c1N(C)CCC(C)C
 : 16.8%, nt, ?, 0.9%, 15.7%, ?, nt, 0.0%, -14.6%
> Cn1c(=O)c2c(ncn2CC(=O)OCC(=O)Nc2ccc(Cl)cc2)n(C)c1=O
 : 6.4%, -2.0%, -8.2%, 17.6%, 0.2%, 13.8, 3.9%, -6.1%, 1.6%
> O=C(c1ccncc1)N1CCN(S(=O)(=O)c2cccc([N+](=O)[O-])c2)CC1
 : 4.2%, 5.7%, 0.6%, -1.6%, 8.8%, 19.7, -9.5%, 3.8%, 2.4%
> CC(=O)N1CCCc2cc(S(=O)(=O)Nc3ccc4c(c3)OCO4)ccc21
 : -7.1%, 2.1%, -3.2%, -19.0%, -5.8%, -11.0, 1.2%[9.22 µM], 2.3%, -4.4%
> CNC(=O)COC(=O)c1cc(-c2ccc(OC)cc2)nc2ccccc12
 : -3.8%, 1.2%, -4.3%, -13.4%, -8.7%, -20.8, -4.0%, -3.7%, 0.0%
> Cc1nc(CN2CCCCC2)cc(=O)[nH]1
 : 2.8%, ?, -6.8%, -3.5%, ?, 0.5, -4.9%, ?, -3.4%
> Cc1ccc(SCc2c(C(=O)N/N=C/c3cccs3)nnn2-c2nonc2N)cc1
 : -19.5%, nt, nt, ?, 1.8%, -23.1, nt, -4.0%, -5.9%
> Clc1ccc2nc(CSc3nncn3-c3ccccc3)cn2c1
 : -1.2%, 1.3%, -2.8%, -3.9%, 3.9%, -7.4, -1.2%, -9.5%, -1.5%
> Cc1ncc(CN2CCCC(C(=O)Nc3ccc(-n4ccnc4C)cc3)C2)cn1 (centres undefined)
 : 4.0%, 9.7%, 13.5%, 4.5%, 1.0%, 11.2, ?, 1.6%, 7.1%
> CCN1C(=O)[C@H]2[C@@H](c3ccc(C(F)(F)F)cc3)N[C@]3(CCCN(Cc4ccc(Cl)cc4)C3=O)[C@H]2C1=O
 : 7.2%, nt, -7.9%, -3.3%, -10.3%, -13.3, nt, 12.7%, 5.3%
> CCOC(=O)CNS(=O)(=O)c1cc(-c2nnc(Nc3ccc4c(c3)OCO4)c3ccccc23)ccc1C
 : 1.0%, ?, -30.9%, -15.3%, 0.3%, -102.1*, ?, 0.2%, ?
> CC(C)c1ccc(NS(=O)(=O)c2ccc(Cl)nc2)cc1
 : -19.2%, 3.4%, -26.6%, 0.0%, -22.8%, -3.5, -2.7%, -0.2%, -1.8%

# This is a random part of the collection; 12% or so of the library scored in one or more.
